# Mtb FBA inh: inhibits M. tuberculosis FBA enzyme. P9WQA3. purified M. tuberculosis FBA, fluorescence read-out. inhibition, % at 1 µM. 360,000 tested, 2.3% active; in the data active = inhibition above about 27%;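 note: 0% = vehicle and 100% = reference inhibitor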
# Target sequence (P9WQA3 whole entry, looked up): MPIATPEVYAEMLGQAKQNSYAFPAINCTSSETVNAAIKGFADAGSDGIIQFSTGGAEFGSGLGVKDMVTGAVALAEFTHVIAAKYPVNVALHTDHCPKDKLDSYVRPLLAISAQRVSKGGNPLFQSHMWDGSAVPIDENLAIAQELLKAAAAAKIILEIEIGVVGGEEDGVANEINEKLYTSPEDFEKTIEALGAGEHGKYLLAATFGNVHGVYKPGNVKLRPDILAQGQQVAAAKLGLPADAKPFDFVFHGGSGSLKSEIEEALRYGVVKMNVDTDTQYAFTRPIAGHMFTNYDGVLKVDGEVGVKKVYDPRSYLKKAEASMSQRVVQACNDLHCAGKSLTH
# Rv3671c protease: inhibitors of M. tuberculosis serine protease Rv3671c | P9WHR9 | inhibition, % at 5.96 µM | AID 2606 | 320,000 tested, 0.048% active; in the data active = inhibition above about 38%;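 note: extracellular domain of Rv3671c used as enzyme; 0% = enzyme with DMSO and 100% = no enzyme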
# Target sequence (P9WHR9 whole entry, looked up, the tested form may be a part): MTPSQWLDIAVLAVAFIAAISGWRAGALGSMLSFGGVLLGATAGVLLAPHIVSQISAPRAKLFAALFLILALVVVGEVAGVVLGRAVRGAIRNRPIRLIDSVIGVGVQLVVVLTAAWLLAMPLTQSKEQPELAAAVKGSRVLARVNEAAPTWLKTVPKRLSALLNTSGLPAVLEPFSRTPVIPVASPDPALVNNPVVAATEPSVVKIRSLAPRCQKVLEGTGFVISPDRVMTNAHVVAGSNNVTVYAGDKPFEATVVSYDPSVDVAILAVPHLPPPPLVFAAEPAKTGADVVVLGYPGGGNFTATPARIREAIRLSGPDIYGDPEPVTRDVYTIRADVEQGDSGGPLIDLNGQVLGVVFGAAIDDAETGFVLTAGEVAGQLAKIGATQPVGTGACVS
# SSB-PriA inh: inhibitors of Klebsiella pneumoniae PriA binding to SSB C-terminal tail | 430,000 tested, 0.6% active | AlphaScreen SSBct-PriA binding, biotinylated peptide | inhibition, % at 33 µM; in the data active = inhibition mostly above about 37%, no sharp cut-off; inactive = mostly below about 20%;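 note: plate controls were negative control peptide for no effect and reference peptide for full effect; strong numbers were not always called active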
# MazF activator: MazEF (E. coli) toxin RNase activation; 350,000 tested, 0.32% active; activation, % at 20 µM; FAM/BHQ RNA-DNA oligo cleavage fluorescence, 5 h; P0AE70; in the data active = activation above about 50%
# Target sequence (P0AE70 whole entry, looked up): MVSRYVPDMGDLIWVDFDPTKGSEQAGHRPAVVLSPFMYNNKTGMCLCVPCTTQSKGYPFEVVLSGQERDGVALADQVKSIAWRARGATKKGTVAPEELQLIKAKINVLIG
# Mtb UGM inh: Mtb UDP-galactopyranose mutase inhibition | P9WIQ1 | purified UGM, fluorescence polarization probe displacement | inhibition, % at 10 µM | 320,000 tested, 0.06% active | AID 504406; in the data active = inhibition above about 10%, passing the limit was not always enough
# Vc quorum ag: inducers of Vibrio cholerae quorum light production without autoinducers; V. cholerae BH1578 lux reporter, luminescence, 6 h; 350,000 tested, 0.16% active; activation, % at 18.7 µM; in the data active = activation mostly above about 9.7%, no sharp cut-off; note: not every result past the cut was called active; inactives centre near 0; reference of the scale not given here
# GDH-TPI inh: GDH-TPI coupled enzyme inhibition counter-screen. GDH-TPI coupled enzyme counterscreen, NADH absorbance. 360,000 tested, 1.2% active. inhibition, % at 4.8 µM; in the data active = inhibition above about 30%;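 note: 0% = DMSO wells and 100% = wells lacking the enzyme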
# BioA inh: blocks M. tuberculosis BioA enzyme activity | 360,000 tested, 0.096% active | inhibition, % at 9.99 µM | purified M. tuberculosis BioA enzyme, plate reader; in the data active = inhibition above about 40%
# SARS 3CLpro inh: SARS-CoV 3CLpro protease inhibition; recombinant SARS-CoV 3CLpro, quenched FRET peptide cleavage; 290,000 tested, 0.14% active; AID 1706; inhibition, % at 6 µM; P0C6X7; in the data active = inhibition above about 12%
# DUSP3 inh: DUSP3 (human) phosphatase inhibition. AID 1654. 290,000 tested, 0.52% active. recombinant VHR phosphatase, pNPP absorbance. P51452. inhibition, % at 13.3 µM; in the data active = inhibition above about 50%; note: some compounds called inactive have numbers as strong as hits
# Target sequence (P51452 whole entry, looked up): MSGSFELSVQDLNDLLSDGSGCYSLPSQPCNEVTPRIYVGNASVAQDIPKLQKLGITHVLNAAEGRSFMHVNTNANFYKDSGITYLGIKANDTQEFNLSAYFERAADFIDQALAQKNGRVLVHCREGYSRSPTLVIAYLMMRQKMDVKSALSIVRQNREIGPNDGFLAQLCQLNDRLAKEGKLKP
# Numbers without * were called inactive; i = inactive; / = not tested or not shown. A portion of the library; count on the stated rates, not on these rows.
SMILES,Mtb FBA inh,Rv3671c protease,SSB-PriA inh,MazF activator,Mtb UGM inh,Vc quorum ag,GDH-TPI inh,BioA inh,SARS 3CLpro inh,DUSP3 inh
COc1ccc(N2CCN(Cc3nc4c(c(=O)[nH]c(=O)n4C)n3CC(C)=O)CC2)cc1,3,-3,-16,-1,0.8,-0.2,1,-1.9,-7,-5
COc1ccc(OCC(=O)N/N=C/c2ccc(N(C)C)cc2)cc1,21,2,/,12,1.6,-0.4,34*,-0.4,4,10
COc1ccc(-c2c(-c3ccc(S(C)(=O)=O)cc3)sc3ccc(OC)cc23)cc1,7,-7,-21,-9,-2.4,i,16,-1.0,/,/
O=C(NCC(=O)N(c1ccc(F)cc1)C(C(=O)NCC1CCCO1)c1ccccc1)c1ccco1 (configuration not stated),2,3,-11,5,3.8,-0.5,-8,0.4,3,24
CNc1c(NS(=O)(=O)c2ccc(Cl)s2)c(=O)oc2ccccc12,1,-5,-2,17,0.4,-4.0,-2,-0.6,6,44
Cn1c(=O)n(/N=C/c2ccccc2)c2ccccc21,1,-3,/,3,0.8,-0.3,8,/,-1,-4
O=C(CN1CCN(Cc2ccccc2Cl)C1=O)NC1CCCCCCC1,6,-10,3,2,-1.3,i,-11,1.7,-2,18
CCOc1ccc(N(CC(=O)NCc2cccs2)S(=O)(=O)c2c(C)noc2C)cc1,0,-3,-9,12,-0.3,-0.2,3,-1.9,0,42
CCOC(=O)C1=C(Cc2ccc(F)cc2)C(=O)c2ccccc2C1=O,-1,-40,25,-12,-7.4,-2.7,2,/,-2,20
COCCCNC(=O)c1cc(S(=O)(=O)N2CCC3(CC2)OCCO3)ccc1F,0,/,/,-4,/,-3.0,5,-0.7,/,/
O=C(/C=C/c1ccccc1)NCc1ccc2c(c1)OCO2,1,0,-7,7,-3.4,-0.7,-5,-1.0,1,4
CN1CCN(C(=O)CCc2nc(-c3ccc(Cl)cc3)no2)CC1,4,-8,-3,5,0.5,-0.2,0,-0.4,4,1
Cc1nn(CC(=O)c2ccc(Cl)cc2Cl)c(C)[n+]1N,0,-12,-8,0,-1.6,-0.1,6,/,1,17
CCOC(=O)c1c(NC(=O)c2cc3n(n2)C(C(F)(F)F)CC(c2cccs2)N3)sc(C)c1C (configuration not stated),2,-2,10,-4,2.8,-0.2,17,-1.2,0,24
NS(=O)(=O)c1cc(C(=O)N=Nc2c(O)[nH]c3ccccc23)ccc1Cl,2,1,3,13,0.3,-0.3,34*,1.7,-5,31
NC(=O)C1CCN(C(=O)c2cc3n(n2)C(C(F)(F)F)CC(c2ccco2)N3)CC1 (configuration not stated),2,1,-2,11,-2.1,-0.4,-7,0.2,-6,2
COc1ccc(CNC(=O)C2CCC(CNc3nc(=S)[nH]c4ccccc34)CC2)cc1 (configuration not stated),/,1,/,/,0.3,/,/,/,0,6
Cc1cccc(C)c1Nc1nnc(SCc2cc([N+](=O)[O-])cc3c2OCOC3)s1,3,-13,-2,-10,-1.0,-0.2,11,-1.5,4,0
C=CCOC(=O)C1=C[C@@H](C2CCCCC2)C[C@@H](OCc2ccc(CO)cc2)O1,-1,-8,4,10,-2.3,-0.6,-3,-1.4,2,12
Cc1nc2ccccc2n1CCOc1ccccc1,0,-15,-8,9,-0.1,i,5,-0.9,-3,34
Cc1ccc2c(CSc3nc4nc(C)cc(C)n4n3)cc(=O)oc2c1,1,-3,-24,7,-2.8,-1.0,4,-0.2,3,10
O=C(NCCCN1CCCC1=O)c1ccc2c(=O)n(-c3ccc(F)cc3)c(=S)[nH]c2c1,/,0,/,/,1.2,/,/,/,5,8
CCOc1ccccc1N(C)C(=O)c1cn(CC)c(=O)c2cc(OC)c(OC)cc12,3,/,-8,-2,/,i,6,-0.2,4,21
Cc1ccn2cc(-c3ccc(NS(=O)(=O)c4ccccc4)cc3)nc2c1,6,-18,17,1,/,-0.2,8,-1.7,1,-3
Cc1c(C)c2cc3c(C)coc3cc2oc1=O,3,8,-9,-2,2.0,-0.2,5,/,0,/

# One compound at a time (already shown). Order of screens: Mtb FBA inh | Rv3671c protease | SSB-PriA inh | MazF activator | Mtb UGM inh | Vc quorum ag | GDH-TPI inh | BioA inh | SARS 3CLpro inh | DUSP3 inh
# NC(=O)C1CCN(C(=O)c2cc3n(n2)C(C(F)(F)F)CC(c2ccco2)N3)CC1 (configuration not stated) is listed as 2 | 1 | -2 | 11 | -2.1 | -0.4 | -7 | 0.2 | -6 | 2
# CCOC(=O)c1c(NC(=O)c2cc3n(n2)C(C(F)(F)F)CC(c2cccs2)N3)sc(C)c1C (configuration not stated) is listed as 2 | -2 | 10 | -4 | 2.8 | -0.2 | 17 | -1.2 | 0 | 24
# Cc1cccc(C)c1Nc1nnc(SCc2cc([N+](=O)[O-])cc3c2OCOC3)s1 is listed as 3 | -13 | -2 | -10 | -1.0 | -0.2 | 11 | -1.5 | 4 | 0
# COc1ccc(N2CCN(Cc3nc4c(c(=O)[nH]c(=O)n4C)n3CC(C)=O)CC2)cc1 is listed as 3 | -3 | -16 | -1 | 0.8 | -0.2 | 1 | -1.9 | -7 | -5
# COc1ccc(-c2c(-c3ccc(S(C)(=O)=O)cc3)sc3ccc(OC)cc23)cc1 is listed as 7 | -7 | -21 | -9 | -2.4 | i | 16 | -1.0 | / | /

# The results go on:
SMILES,Mtb FBA inh,Rv3671c protease,SSB-PriA inh,MazF activator,Mtb UGM inh,Vc quorum ag,GDH-TPI inh,BioA inh,SARS 3CLpro inh,DUSP3 inh
C/C(Cc1ccccc1)=N\NC(=O)CNC(=O)c1ccccc1Br,3,1,/,-8,-1.1,0.7,4,/,-5,-8
COc1ccccc1N/C=C1/Sc2cc(Cl)ccc2NC1=O,/,1,/,/,-1.2,/,/,/,-4,22
C/C(=N\NC(=S)NC1CCCCC1)c1ccc(C)o1,0,1,/,3,0.0,i,13,0.3,5,37
Nc1c(C(=O)NCc2ccc3c(c2)OCO3)nnn1-c1ccc(OC(F)(F)F)cc1,-5,2,-6,4,0.0,i,-3,-2.5,5,-2
Cc1ccc(OCC(=O)Nc2ccc3c(c2)nc(CCN2CCOCC2)n3C)cc1,6,-2,-14,6,-1.0,-0.2,-4,3.7,4,20
O=C1/C(=C/C=C/c2ccccc2)Oc2c1ccc(O)c2CN1CCN(CCO)CC1,-3,-4,-5,-186,0.7,-0.8,19,-11,3,-8
CC(NC(=O)C1CCC(CNC(=O)[C@@H]2Cc3ccccc3CN2)CC1)c1ccccc1 (some centres not stated),4,-3,-6,4,-0.1,i,14,-4.4,-4,-22
CC(C)(C)C(=O)Nc1nnc(SCC(=O)NC2CCCC2)s1,1,3,-8,2,7.0,2.8,-1,-0.2,5,-8
CN1C(=O)[C@H]2[C@@H](C3CC3)N3C(=O)CN(Cc4ccc(-c5ccccc5)cc4)C(=O)[C@@]3(C)[C@H]2C1=O,-2,-4,7,2,-2.2,i,3,-0.8,-2,24
CC1=C(C(=O)Nc2cc(C(=O)NCc3ccccc3)ccc2C)SCCO1,1,/,/,1,/,-4.5,10,-2.0,/,/
Cc1ccc(CSc2nnc(-c3ccccn3)n2Cc2cccs2)cc1,-3,/,/,/,/,i,5,-0.4,/,/
N#Cc1nc(Cc2cccc3ccccc23)oc1NCc1ccc2c(c1)OCO2,0,-14,38,0,-1.8,i,5,2.2,3,13
O=C(O)C1CCC(N2C(=O)c3cccc([N+](=O)[O-])c3C2=O)CC1 (configuration not stated),0,6,5,4,1.8,-0.8,6,6.5,1,-41
O=C(Nc1ccccc1Cl)C1(c2ccccc2)CC1(Cl)Cl (configuration not stated),2,6,-68,2,-1.8,-0.4,1,/,-2,-8
Cn1c(CCC(=O)Nc2ccc(S(C)(=O)=O)cc2)nc2cc(S(=O)(=O)N3CCOCC3)ccc21,3,/,4,-13,/,1.5,-5,-0.9,/,/
COc1ccccc1NS(=O)(=O)c1ccc2oc(=O)ccc2c1,-2,9,-14,2,2.2,-0.8,14,0.4,5,14
O=C(N/N=C/c1ccccn1)C1CC1,1,-3,/,3,-1.3,i,8,-1.4,-1,12
CCCCS(=O)(=O)N1CCC(C(=O)Oc2ccccc2OC)CC1,2,-7,-5,-12,1.6,i,11,-0.9,2,26
COc1ccccc1N(CC(=O)Nc1ccc(F)c(F)c1)S(C)(=O)=O,-1,-2,9,-4,-2.5,-0.3,0,7.4,2,-12
O=C(COc1ccc(F)cc1)NCC1(N2CCOCC2)CCCCC1,2,-8,1,4,3.6,-0.4,6,0.2,/,/
O=c1oc2ccccc2cc1-c1cn(-c2ccccc2)c(=S)[nH]1,40*,-13,-7,4,0.6,-0.3,16,/,-6,2
CS(=O)(=O)N1CCCCC1c1cc(C(=O)Nc2cccc3c2CCCC3)no1 (configuration not stated),-1,/,/,/,/,-0.4,-3,-0.8,/,/
O=C(Nc1ccc(Cl)c(S(=O)(=O)N2CCCCC2)c1)c1ccncc1,-1,/,11,4,/,i,6,0.2,/,/
CCn1ncc(/C=N\NC(=O)COc2ccccc2)c1C,0,-4,/,-4,0.1,-0.7,0,/,-3,5
O=C(/C=C/c1ccccc1)N1CCCN(C(=O)/C=C/c2ccccc2)CC1,0,6,-1,1,4.2,-7.1,-5,2.4,0,24
# Additional compounds follow:
SMILES,Mtb FBA inh,Rv3671c protease,SSB-PriA inh,MazF activator,Mtb UGM inh,Vc quorum ag,GDH-TPI inh,BioA inh,SARS 3CLpro inh,DUSP3 inh
Cc1ccc2oc3c(c(=O)c2c1)C(c1cccc(Cl)c1)N(CCCN1CCOCC1)C3=O (configuration not stated),2,-8,-14,-8,-3.3,-0.3,5,7.6,/,13
O=C(CN1CCC(NC(=O)c2ccccc2F)CC1)Nc1ccc2c(c1)OCO2,-3,-6,-4,-3,0.4,0.9,-2,/,1,24
CCOC(=O)CCC(=O)Nc1ccccc1C(N)=O,-3,-6,-4,5,-1.8,-1.4,10,-2.7,1,12
Cc1ccc(S(=O)(=O)N2CCC(C(=O)Nc3cccnc3)CC2)cc1,1,-1,-7,8,-1.1,-7.1,9,33,/,/
OC(c1ccc(Cl)cc1)c1ncc(-c2ccccc2Cl)[nH]1 (configuration not stated),1,/,/,/,/,i,7,0.7,/,/
CC(C)c1ccc(/C=N/NC(=O)c2cccc(S(=O)(=O)N3CCOCC3)c2)cc1,4,-8,/,3,-1.7,i,3,-0.4,8,0
O=C(NCC1CCCO1)C1CCCN1C(=O)Nc1ccc(Cl)c(Cl)c1 (configuration not stated),-6,9,-6,7,-4.2,-1.3,-3,2.7,1,-18
CCOCCCNC(=O)c1c(-c2ccccc2)noc1C,-1,-8,-10,-5,4.0,-0.3,3,-0.2,3,10
CCn1c(SCC(=O)Nc2ccc(F)cc2)nc2ccccc2c1=O,1,-10,-3,6,0.8,i,-1,/,0,-14
CCCCCN1CC(O)=C(c2nc(-c3ccc(Cl)cc3)cs2)C1=N,3,-14,-20,-8,-0.1,-0.3,4,/,3,39
CCC(C(=O)NCCc1ccc(OC)cc1OC)n1nc(C)n2c(cc3occc32)c1=O (configuration not stated),0,-9,8,-3,-0.4,1.7,8,1.2,6,6
COc1ccccc1C(=O)Nc1nnc(-c2ccccc2)s1,2,-6,11,-7,4.4,i,20,-1.2,0,10
COC(C[C@@H]1O[C@@H]1[C@@H](O)COCc1ccccc1)OC,3,/,2,4,/,i,-13,2.0,/,11
CCc1cc(/C(Cc2ccccn2)=N\O)c(O)cc1O,-4,4,/,3,4.1,i,1,-2.2,2,27
CC(=O)c1cc2c(ccc3ccccc32)oc1=O,50*,/,-5,13,0.0,i,11,-15,3,-5
O=c1[nH]c(COc2ccc(Br)cc2Cl)nc2ccccc12,-1,-7,-15,-4,-4.1,-1.7,-10,0.1,2,15
COC(=O)[C@@H]1CC[C@H](C)[C@@H](c2ccc(C)cc2)N1C(=O)c1ccc(/C=N/O[C@H](C)c2cn([C@@H]3COC[C@H]3O)nn2)cc1,/,-9,/,/,-2.3,/,/,/,1,-22
Nn1c(SCC(=O)Nc2ccc3c(c2)OCO3)nnc1C1CC1,5,-2,-23,6,-2.7,i,-14,/,1,-9
CCCNc1nc2c(c(=O)[nH]c(=O)n2C)n1CCc1ccccc1,2,-6,-15,3,0.0,-0.3,6,-4.2,2,2
O=C(COC(=O)c1cc(-c2ccc(Cl)s2)nc2ccccc12)NCc1ccco1,16,-24,-20,7,0.0,-4.5,3,/,-1,-10
COC(=O)CCC(C)C1CCC2C3CCC4CC(O)CCC4(C)C3=CC(=O)C12C (configuration not stated),4,/,5,6,/,-4.5,2,/,/,/

# Source: PubChem
